bovine MsrA act: bovine MsrA enzyme activators, primary screen, biochemical, absorbance, HTS; Methionine sulfoxide reductase A (Bos taurus); purified bovine MsrA, absorbance read-out; activation, % at 10.6 µM; hit rate 0.3% among 360,000; in the data active = activation above about 7.5%;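 note: 0% = vehicle and 100% = reference activator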
eLon inh: inhibitors of E. coli Lon protease, primary screen, biochemical, fluorescence polarization. P0A9M0. purified E. coli Lon protease. inhibition, % at 7.94 µM. hit rate 0.42% among 360,000. AID 602123, 2011; in the data active = inhibition above about 13%, passing the limit was not always enough;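 note: 0% = enzyme with probe and DMSO and 100% = no enzyme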
MT1-MMP act inh: blockers of MT1-MMP proenzyme processing, primary screen, HT1080 RFP-PRO-GFP cells, GFP/RFP fluorescence; Matrix metalloproteinase-14 (Homo sapiens), P50281; AID 651647, 2012; GFP/RFP ratio fluorescence, overnight; percent of plate control window, DMSO zero; hit rate 0.061% among 360,000; GFP/RFP ratio change, % at 20 µM;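 active = GFP/RFP ratio change of at least 30% with cell ATP level not reduced by more than half and red fluorescence within 50% of control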; note: strong numbers were not always called active
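system = RFP-PRO-GFP reporter HT1080 cells | dosing = 20 µM single dose, 1% DMSO | timing = overnight cell settling, then overnight compound exposure, 37 °C, 5% CO2 | read-out basis = GFP/RFP fluorescence ratio | controls = DMSO and RFP-L50D-GFP cell wells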
PABP1 MLLE inh: inhibitors of PABP1 MLLE–PAM2 peptide binding, primary screen, biochemical, fluorescence polarization, FITC-PAM2, GST-MLLE | Polyadenylate-binding protein 1 (Homo sapiens), P11940 | inhibition, % at 20 µM | hit rate 0.36% among 360,000 | AID 588489, 2011; in the data active = inhibition above about 35%, passing the limit was not always enough;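 note: plate controls were DMSO wells with GST-MLLE for no effect and wells lacking GST-MLLE protein for full effect; some results filed as inactive read as strong as hits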
Target sequence (P11940 whole entry, looked up): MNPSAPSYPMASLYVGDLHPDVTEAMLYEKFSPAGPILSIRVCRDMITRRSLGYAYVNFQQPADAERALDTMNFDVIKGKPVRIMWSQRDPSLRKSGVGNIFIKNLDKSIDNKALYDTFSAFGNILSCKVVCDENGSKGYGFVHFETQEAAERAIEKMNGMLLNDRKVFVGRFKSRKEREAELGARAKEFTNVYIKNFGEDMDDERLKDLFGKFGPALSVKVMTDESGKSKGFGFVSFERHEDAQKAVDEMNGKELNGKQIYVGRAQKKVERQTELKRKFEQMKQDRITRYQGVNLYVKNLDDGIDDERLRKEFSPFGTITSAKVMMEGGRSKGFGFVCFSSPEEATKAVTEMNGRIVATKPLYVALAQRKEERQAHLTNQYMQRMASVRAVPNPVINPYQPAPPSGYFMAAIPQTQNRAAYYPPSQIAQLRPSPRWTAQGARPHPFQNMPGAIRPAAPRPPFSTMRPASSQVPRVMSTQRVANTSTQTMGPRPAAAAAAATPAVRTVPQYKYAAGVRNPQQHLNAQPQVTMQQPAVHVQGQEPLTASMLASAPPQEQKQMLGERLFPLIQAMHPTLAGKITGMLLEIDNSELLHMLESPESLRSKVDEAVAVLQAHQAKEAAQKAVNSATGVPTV
Rin1-Abl PPI inh: inhibitors of Rin1-Abl protein binding, primary screen, biochemical, TR-FRET; Tyrosine-protein kinase ABL1 (Homo sapiens) + Ras and Rab interactor 1 (Homo sapiens), …; inhibition, % at 7.35 µM; hit rate 0.4% among 360,000; AID 588664, 2011; in the data active = inhibition above about 5%, passing the limit was not always enough
MsrA inhibitor: bovine MsrA enzyme inhibitors, primary screen, biochemical, absorbance, HTS. purified bovine MsrA, absorbance read-out. inhibition, % at 15.5 µM. hit rate 0.75% among 360,000; in the data active = inhibition above about 4.5%;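 note: 0% = vehicle wells with enzyme and 100% = reference inhibitor wells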
Rpn11 block: Rpn11 (PSMD14) deubiquitinase inhibitors, primary screen, biochemical, fluorescence polarization, uHTS | human 26S proteasome, Ub4-pepOG fluorescence polarization; 20S core pre-blocked with epoxomicin | AID 588493, 2011 | hit rate 0.59% among 360,000 | calls only at 20 µM | 26S proteasome non-ATPase regulatory subunit 14 (Homo sapiens), O00487;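 active = inhibition at 20 µM, scaled to each plate's controls, above about 33%, limit read from the data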
Target sequence (O00487 whole entry, looked up): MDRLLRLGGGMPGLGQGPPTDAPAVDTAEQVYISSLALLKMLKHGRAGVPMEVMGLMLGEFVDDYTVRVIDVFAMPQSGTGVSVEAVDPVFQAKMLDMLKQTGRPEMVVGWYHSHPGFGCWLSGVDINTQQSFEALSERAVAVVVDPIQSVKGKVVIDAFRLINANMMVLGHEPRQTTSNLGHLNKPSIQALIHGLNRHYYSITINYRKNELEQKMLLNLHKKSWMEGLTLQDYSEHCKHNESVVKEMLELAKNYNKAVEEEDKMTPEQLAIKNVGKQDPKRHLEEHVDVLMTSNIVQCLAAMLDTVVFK
FAS-TE inh: FAS thioesterase domain inhibitors, primary screen, biochemical, fluorescence intensity, uHTS | Fatty acid synthase (Homo sapiens), P49327 | recombinant FAS-TE, OMFH fluorogenic substrate, fluorescence endpoint | inhibition, % at 15 µM | hit rate 0.67% among 360,000 | AID 602261, 2012;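 active = compounds whose normalised, plate-corrected inhibition of enzyme fluorescence in the single-dose primary screen is 50% or more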;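 note: 0% = DMSO with enzyme and 100% = substrate without enzyme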
CSN inh: inhibitors of CSN-mediated cullin deneddylation, primary screen, biochemical, fluorescence polarization, uHTS | inhibition, % at 12.5 µM | Purified CSN, SCF-Nedd8-OG deneddylation | COP9 signalosome complex subunit 5 (Homo sapiens), Q92905 | hit rate 0.38% among 360,000;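 active = pattern-corrected inhibition above about 35%, with an unprinted fluorescence ratio check between 0.5 and 1.5, limit read from the data, passing the limit was not always enough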;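 note: 0% = enzyme with substrate and 100% = substrate without enzyme; some results filed as inactive read as strong as hits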
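assay system = purified human Csn5 enzyme expressed in HEK293T cells | amount = 0.24 nM enzyme | buffer or medium = Tris/NaCl/DTT buffer, pH 7.5 | reagent = 10 nM SCFSkp2-Nedd8OG | compound = one concentration, 12.5 µM, 0.25% DMSO | times = 90 min reaction at room temperature | signal = FP | read-out basis = % inhibition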
The depositor's hits bear a star; i = inactive; nt = no result given.

Every second line gives: bovine MsrA act, eLon inh, MT1-MMP act inh, PABP1 MLLE inh, Rin1-Abl PPI inh, MsrA inhibitor, Rpn11 block, FAS-TE inh, CSN inh
1. O=C(O)c1ccccc1C(=O)N(c1ccccc1)c1ccccc1
    -9.9, 10.9, -5.6, 17.5, -1.8, 0.9, i, -8.7, 0.9
2. COC(=O)[C@@H](NC(=O)NCCC1=CCCCC1)C(C)C
    -3.9, -2.7, 4.6, 9.7, -1.5, -0.3, i, -3.5, 5.3
3. CCCC(=O)NC1=C(Cl)C(=O)c2ccccc2C1=O
    9.2*, -8.7, -40.3, 41.5*, 0.1, 0.6, i, 52.9*, 9.5
4. O=C(COC(=O)Cc1c[nH]c2ccccc12)Nc1ccc(Cl)cc1
    -1.6, -5.8, 7.1, -14.4, -3.9, -1.7, i, -7.1, -0.1
5. CC(=O)c1ccccc1C(=O)N1CCC(CCC(=O)NCc2ccc(F)cc2)CC1
    1.0, -7.6, 3.9, 11.8, 0.6, -1.9, i, -7.1, -2.7
6. Cc1ccc(NC(=O)COC(=O)Cc2cccs2)c(Br)c1
    2.8, -1.6, -0.1, 12.6, 1.0, -0.8, i, -2.8, 0.5
7. CCOc1ccccc1NC(=O)NCCC1=CCCCC1
    -9.9, -6.5, 1.4, -4.7, -0.5, 1.6, i, 7.4, 1.0
8. C[C@@H]1[C@H](O)C[C@@]23COC(=O)C2=CCCC3[C@@]1(C)CCC1COC(=O)C1 (some centres not stated)
    -7.3, -14.9, 4.8, 12.5, 6.0, 1.3, i, -5.2, 4.7
9. CCOc1ncccc1C(=O)OCC(=O)Nc1ncc(C(F)(F)F)cc1Cl
    -2.7, -8.7, 4.3, 5.8, -2.7, 0.1, i, 4.1, -2.6
10. COC(=O)c1ccccc1NC(=O)Nc1cccc(C)n1
    -3.0, 5.2, -1.1, 17.3, 1.9, -0.4, i, -6.9, 1.1
11. Cc1ccc(C)c(OCC(=O)O/N=C(\N)c2ccccn2)c1
    -2.6, -5.5, 11.1, -11.4, -0.6, -0.6, i, -1.7, -5.1
12. C=CCn1c(SCc2nc(N)nc(N3CCCCC3)n2)nnc1-c1ccco1
    0.6, -14.4, -8.4, -38.7, 1.0, 0.0, i, -5.8, 3.4
13. CCC(=O)N(C)CCc1cc2c(c(OC)c1/C=N/NC(=O)c1ccccc1O)OCO2
    -0.2, -4.6, 2.6, 4.7, -3.1, 2.1, i, -14.5, -8.8
14. COc1ccc(NC(=O)C2(C)CCN2C(=O)C(C)C)cc1F (configuration not stated)
    -3.2, 0.1, 4.6, -6.5, -1.4, 1.1, i, -6.6, 3.4
15. O=C1CC(N2CCC(C(=O)N3CCCCC3)CC2)C(=O)N1 (configuration not stated)
    -5.6, -2.0, -0.4, 16.4, -0.5, 0.2, i, -8.4, 0.4
16. COc1ccc(-c2cc3ccccc3s2)cc1[C@H]1[C@H]2C=CC[C@@H](C)[C@@H]2C(=O)N1Cc1ccccc1
    -1.6, -5.7, 3.1, -0.3, 3.7, -0.7, i, 28.2, 3.6
17. CC1(C(=O)NCc2cccs2)Cc2c(-c3ccc(C(N)=O)cc3)ccnc2O1 (configuration not stated)
    -5.8, -6.1, 1.7, -11.2, 2.9, 0.2, i, -2.9, -2.6
18. COc1ccccc1-c1cc(-c2ccccc2)nc(SC(C(N)=O)c2ccccc2)c1C#N (configuration not stated)
    -0.1, -4.6, -1.6, 11.6, -13.4, 2.3, i, -2.5, 0.5
19. COc1ccccc1N1CCN(CC(=O)N(CC(C)C)c2c(N)n(CC(C)C)c(=O)[nH]c2=O)CC1
    -5.0, -13.2, 5.9, 15.2, -1.1, 0.7, i, -3.4, -4.4
20. COc1ccc(OC[C@@H](O)CNC(=O)c2cccc3c2C(=O)c2ccc(-c4ccc(F)cc4OCc4ccccc4)cc2S3(=O)=O)cc1
    -10.9, 17.1, 4.8, 11.0, -1.0, nt, i, 10.1, 1.8
21. O=C(N/N=C/c1cc(Cl)ccc1O)C(=O)Nc1ccccc1OC(F)(F)C(F)F
    -2.8, -64.7, -27.5, 4.3, 0.0, -0.1, i, 13.5, -2.0
22. CC(C)N1CCc2c(sc(NC(=O)c3ccco3)c2C(N)=O)C1
    -2.0, -35.7, -11.4, -33.4, -1.6, 1.0, i, -4.5, 1.9
23. Cc1ccc(S(=O)(=O)N2CCN(S(C)(=O)=O)C2C)cc1 (configuration not stated)
    -1.6, -6.3, -0.8, 4.0, 1.8, 1.2, i, -3.8, 4.6
24. CCCOc1ccc(N2C(=O)CC(NCc3cccnc3)C2=O)cc1 (configuration not stated)
    -16.0, -3.7, 4.3, 12.1, 0.1, 0.0, i, -9.2, -5.9
25. Cc1ccc(NCC(=O)Nc2ccc(Br)cc2)cc1F
    -2.5, -9.1, 1.4, 12.3, 0.4, 0.1, i, -1.8, -11.5
26. Cc1ccc(OCC(=O)Nc2ccc(O)c(C(=O)O)c2)cc1C
    -0.8, -10.6, 8.8, 6.9, -1.3, -0.6, i, 3.6, -3.2
27. CCC(C)C(NC(=O)C1CCC(C)CC1)C(=O)Nc1ccc(OC)cc1 (configuration not stated)
    -2.0, -3.7, -9.9, 4.2, 0.8, -0.6, i, -10.4, -1.6
28. CC1CN(C2=CC(=O)CCC2)CC(C)O1 (configuration not stated)
    -2.8, -9.2, -0.5, -1.9, -2.2, 1.8, i, -4.7, 2.4
29. CN(C)S(=O)(=O)Oc1ccccc1C(=O)Nc1ccccc1Cl
    -10.8, -4.0, 4.0, 4.1, -1.2, -0.1, i, -3.4, 1.9
30. c1ccc2c(c1)[nH]c1ccncc12
    -1.5, -5.4, -3.6, 6.6, 0.5, 0.3, i, -14.6, -4.0
31. CCN1C(=O)/C(=C\N2CCCCCC2)SC1=S
    -2.5, -1.7, 1.3, 19.5, -1.5, 0.5, i, 1.0, -2.7
32. COc1ccc(C)cc1S(=O)(=O)N1CCCCC1
    -4.9, -0.4, 2.1, 2.6, -1.8, 2.5, i, -12.3, -4.6
33. Cc1onc(-c2ccccc2)c1C(=O)NNC(=S)NC(=O)c1ccc2c(c1)OCO2
    -0.2, -0.5, 6.9, 13.6, 1.8, 0.0, i, 0.2, 105.8
34. CCCCOc1ccccc1C(=O)NCCCC(=O)O
    0.1, -0.7, 0.3, 6.5, -1.9, 0.4, i, -6.3, -0.4
35. O=C1NNC(=O)C1c1ccccc1
    -5.6, 8.2, 0.1, -2.3, 0.0, 0.5, i, -7.1, 1.1
36. CCOc1ccccc1NS(=O)(=O)c1ccc(-c2cnc(C3CC3)o2)cc1
    -6.2, 7.7, 9.1, -7.8, 0.7, -1.5, i, 12.7, 0.5
37. Cc1ccsc1C(=O)OCc1csc(-c2ccccc2)n1
    -5.0, -8.8, -4.4, -6.8, 0.7, 1.8, i, 17.0, 3.1
38. Cc1ccc(-c2cc(C(F)F)n3ncc(C(=O)N4CCCc5ccccc54)c3n2)cc1
    -2.7, 0.7, -2.8, 6.4, -2.1, 0.8, i, 17.8, 0.3
39. CCc1noc(C)c1C(=O)N1CCC(CCC(=O)Nc2cccc(C)c2)CC1
    -10.6, 14.9, 7.3, 3.6, -0.1, 0.8, i, -2.8, 2.0
40. O=C1N=c2ccccc2=C1c1sc(NS(=O)(=O)c2ccccc2)nc1O
    -3.3, 5.6, -4.9, 27.5, -4.1, -0.1, i, -3.9, -4.5
41. CN1CCN(NC(=O)Nc2cccc(Cl)c2Cl)CC1
    -8.7, 3.3, -2.5, -2.1, 2.5, 1.1, i, -4.6, -10.3
42. COc1ccc(OC)c(CNC(=O)C2CCN(C(=O)N(C)C)CC2)c1
    -5.0, -9.6, 2.3, -1.1, 2.6, 0.6, i, -9.5, -1.1
43. CCCCn1c(N)c(N(CCC(C)C)C(=O)C2CC(=O)N(c3ccc(OC)cc3OC)C2)c(=O)[nH]c1=O (configuration not stated)
    -2.5, 2.1, -0.7, -3.5, 0.7, 0.7, i, -7.6, -3.0
44. O=C1c2ccccc2NC(c2ccc(Br)o2)N1O (configuration not stated)
    -1.5, -10.6, 2.5, 26.0, 4.4, 1.4, i, -2.5, -1.3
45. O=C(CNC(=O)c1ccc(Cl)cc1)OCC(=O)c1ccc2c(c1)OCCO2
    -4.5, -4.6, 15.3, -0.3, -0.6, 0.0, i, -0.3, 6.8
46. OCc1nc2ccccc2n1CCCCOc1ccccc1
    3.2, -4.2, 0.9, 14.1, -1.0, -1.1, i, 0.7, 103.5
47. COc1ccc(/C=C(\C)c2nc(C)c(-c3ccccc3)c(=O)[nH]2)cc1
    -7.8, 5.9, -2.0, 1.0, -2.0, -0.4, i, -5.1, 1.9
48. CS(=O)(=O)N(CC(=O)N1CCC(C(N)=O)CC1)C1CCCCC1
    -2.9, -6.0, -2.1, -8.3, 0.8, -0.3, i, -5.1, -5.3
49. O=C(COc1ncnc2cc([N+](=O)[O-])ccc12)NC(=O)NC1CCCCC1
    -1.5, 0.4, 1.1, -13.0, -0.9, 0.5, i, 24.6, 5.6
50. CCN(CC(=O)Nc1ccc(Cl)c(S(=O)(=O)N(C)C)c1)CC(=O)NC(C)C
    -0.5, 0.9, 0.4, 11.0, -1.4, 0.4, i, -2.9, -0.2
51. FC(F)Oc1ccc(NC(=S)N2CCc3ccccc32)cc1
    -4.1, 3.4, 9.4, -79.7, 2.6, 0.6, i, 11.5, -10.8
52. CC(=O)c1cccc(N=C2C(=O)Nc3ccccc32)c1
    -6.2, -0.6, -6.1, -1.6, -2.8, -0.7, i, -4.4, 2.3
53. COc1cc(/C=N/O)cc(Br)c1OCC(=O)NCc1ccccc1
    -2.3, -4.2, 2.0, -5.5, -1.7, 0.2, i, -6.4, -5.9

Compound profiles (already shown). Values in the order: bovine MsrA act | eLon inh | MT1-MMP act inh | PABP1 MLLE inh | Rin1-Abl PPI inh | MsrA inhibitor | Rpn11 block | FAS-TE inh | CSN inh
COc1ccc(/C=C(\C)c2nc(C)c(-c3ccccc3)c(=O)[nH]2)cc1 reads -7.8 | 5.9 | -2.0 | 1.0 | -2.0 | -0.4 | i | -5.1 | 1.9
COc1cc(/C=N/O)cc(Br)c1OCC(=O)NCc1ccccc1 reads -2.3 | -4.2 | 2.0 | -5.5 | -1.7 | 0.2 | i | -6.4 | -5.9
